D2 PAM = HTS Assay for Positive Allosteric Modulators of the Human D2 Dopamine Receptor: Primary Screen for Potentiators. D(2) dopamine receptor (Homo sapiens), P14416. HEK293 T-REx D2, calcium flux, EC20 dopamine potentiation. potentiation, % at 10 µM. 0.34% of 340,000 active;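 active = potentiation over 3 SD above the plate norm, cut at about 30% in these data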; note: 0% is about no effect
Target sequence (P14416 whole entry, looked up): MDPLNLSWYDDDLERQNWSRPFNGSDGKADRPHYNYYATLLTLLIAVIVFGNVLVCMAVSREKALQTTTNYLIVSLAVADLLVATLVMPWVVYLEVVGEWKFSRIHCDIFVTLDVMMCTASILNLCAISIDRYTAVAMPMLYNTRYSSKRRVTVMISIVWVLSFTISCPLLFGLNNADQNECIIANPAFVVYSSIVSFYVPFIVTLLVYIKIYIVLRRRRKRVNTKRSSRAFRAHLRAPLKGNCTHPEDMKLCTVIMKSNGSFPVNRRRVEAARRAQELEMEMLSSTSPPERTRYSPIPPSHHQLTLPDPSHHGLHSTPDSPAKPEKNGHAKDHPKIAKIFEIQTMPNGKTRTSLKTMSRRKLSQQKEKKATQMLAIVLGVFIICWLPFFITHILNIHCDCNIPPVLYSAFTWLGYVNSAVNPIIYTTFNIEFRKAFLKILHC
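Tetracycline-induced HEK293 T-REx cells force-coupled to calcium signalling expressed D2; compounds were pin-added after a 10 s baseline, read kinetically 180 s, then an EC20 dopamine challenge followed with a further 180 s calcium read.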
D2 antag = HTS Assay for Allosteric Antagonists of the Human D2 Dopamine Receptor: Primary Screen for Antagonists; D(2) dopamine receptor (Homo sapiens), P14416; HEK293 TREx D2 cells, calcium flux, dopamine EC80; inhibition, % at 10 µM; 2% of 340,000 active; AID 485344, 2010; in the data active = inhibition above about 30%; note: 0% is about no effect
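Tetracycline-induced HEK293 T-REx cells expressing D2 force-coupled to calcium signalling were dye-loaded, exposed to compound for 180 s, then challenged with an EC80 of dopamine; calcium flux was followed kinetically for a further 180 s.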
RXFP1 antag = qHTS Assay for Antagonists of the Relaxin Receptor RXFP1; Relaxin receptor 1 (Homo sapiens), Q9HBX9; HEK293-RXFP1, relaxin-stimulated cAMP HTRF, 30 min; stronger effect = lower value; activity change, negative = inhibition, % at 57.5 µM; 0.59% of 350,000 active;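 active = activity change of -60% or lower, but not beyond a set lower limit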; note: % is set by controls: 0 for no effect and ±100 for the full control effect
TRHR ag = qHTS for Small Molecule Agonists and Allosteric Enhancers of Human TRH Receptor: Primary Screen for Agonists; activation, % at 2 µM; Thyrotropin-releasing hormone receptor (Homo sapiens), P34981; 0.18% of 360,000 active; TRHR cells, calcium flux fluo-8, FDSS agonist mode; note: 0% is about no effect
Target sequence (P34981 whole entry, looked up): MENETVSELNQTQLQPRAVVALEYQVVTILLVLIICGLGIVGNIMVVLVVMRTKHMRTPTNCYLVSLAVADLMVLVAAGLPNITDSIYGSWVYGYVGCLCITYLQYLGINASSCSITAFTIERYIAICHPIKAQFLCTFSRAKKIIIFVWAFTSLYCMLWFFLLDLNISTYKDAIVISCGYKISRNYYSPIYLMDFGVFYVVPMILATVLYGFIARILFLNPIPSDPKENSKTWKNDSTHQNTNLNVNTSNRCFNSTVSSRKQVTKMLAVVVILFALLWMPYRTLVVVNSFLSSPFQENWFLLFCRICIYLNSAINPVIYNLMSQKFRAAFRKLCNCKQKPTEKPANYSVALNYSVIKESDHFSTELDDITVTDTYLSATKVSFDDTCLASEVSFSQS
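TRHR-expressing cells loaded with fluo-8 calcium dye; 23 nL library compound pin-transferred, kinetic FDSS fluorescence (Ex 480/Em 530) recorded about 180 s for agonist-induced calcium release, before a 10 nM TRH EC20 addition for potentiator mode.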
TRHR enhancer = qHTS for Small Molecule Agonists and Allosteric Enhancers of Human TRH Receptor: Primary Screen for Enhancers. AID 493056, 2011. TRHR cells, fluo-8 calcium fluorescence, EC20 TRH enhancement. 0.66% of 360,000 active. enhancement, % at 2 µM; in the data active = enhancement above about 30%; note: 0% is about no effect
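TRHR-expressing cells loaded with fluo-8 calcium dye were read kinetically (ex 480/em 530) during compound addition, then stimulated with an EC20 of TRH (10 nM final). Enhancement of the Gq-mediated intracellular calcium response was scored.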
D1 potentiator = Potentiators of Human D1 Dopamine Receptor: qHTS; potentiation, % at 10 µM; D(1A) dopamine receptor (Homo sapiens), P21728; 0.036% of 360,000 active; HEK293 TREx D1 cells, calcium flux, dopamine EC20 potentiation; in the data active = potentiation above about 30%; note: 0% is about no effect
D2 agonist = HTS Assay for Allosteric Agonists of the Human D2 Dopamine Receptor: Primary Screen for Agonists; D(2) dopamine receptor (Homo sapiens), P14416; HEK293 T-REx D2 cells, calcium flux agonist mode; activation, % at 2 µM; 0.53% of 340,000 active;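 active = activation over 3 SD above normal in the single-dose calcium agonist read, cut at about 30% in these data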; note: 0% is about no effect
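Calcium-flux readout, 1 cycle/sec over 180 s following compound pin transfer, in inducible HEK293 Trex D2 cells (force-coupled); dopamine controls included. Positive calcium responses during this window marked compounds as potential agonists.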
D1 antagonist = Antagonist of Human D 1 Dopamine Receptor: qHTS; HEK293 TREx D1 cells, calcium flux, dopamine EC80; stronger effect = lower value; D(1A) dopamine receptor (Homo sapiens), P21728; 3.2% of 360,000 active; AID 504652, 2011; activity change, negative = inhibition, % at 10 µM; in the data active = activity change below about -30%; note: % is set by controls: 0 for no effect and ±100 for the full control effect
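Compound effects on dopamine-evoked calcium signalling were measured in tetracycline-induced HEK293 Trex D1 cells. Dopamine at EC80 followed a 180 s compound pre-read, and fluorescence was tracked kinetically for 180 s more.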
D1 agonist = Allosteric Agonists of the Human D1 Dopamine Receptor: qHTS; activation, % at 2 µM; 1% of 360,000 active; AID 504660, 2011; HEK293 T-REx D1 cells, calcium flux, agonist mode; note: 0% is about no effect
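Agonism was scored from calcium flux recorded over 180 s (1 read/s) after pintool compound addition, following a 10-cycle baseline. Cells were inducible force-coupled HEK293 TREx D1, plated overnight at 30 C and loaded with no-wash calcium dye.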
Active calls of the source: *; / = no result given. Cut-off read from the data, not from the text of the source, unless noted: active = activation above about 30%; inactive = the rest.

Order of results – D2 antag | RXFP1 antag | TRHR ag | D1 antagonist | D2 PAM | TRHR enhancer | D1 agonist | D2 agonist | D1 potentiator
1: CCc1c(O)nc(SC2CC(=O)N(c3ccccc3)C2=O)[nH]c1=O (configuration not stated)
  7 | -9 | -0.4 | 1 | 4 | 0 | -1 | 0.5 | -3
2: COc1ccc(NC(=O)N(Cc2cc3cc(C)ccc3[nH]c2=O)CC2CCCO2)cc1 (configuration not stated)
  / | 8 | -0.3 | 5 | -3 | 1 | 2 | / | -3
3: Cn1c(=O)c2ccccc2n2c(=S)[nH]nc12
  4 | -3 | 0.2 | 2 | 9 | -1 | 0 | 0.1 | -4
4: Cc1ccc(-c2noc(CSc3nnc(-c4ccc(Cl)cc4)n3C)n2)cc1
  / | / | 0.0 | 0 | -1 | -3 | -2 | 0.0 | -1
5: O=C(CCSc1ccccc1Cl)Nc1cccc([N+](=O)[O-])c1
  -1 | -15 | -0.6 | -35* | -14 | 0 | 9 | -0.1 | -12
6: O=c1oc2ccccc2n1CSc1nc2ccccc2s1
  14 | -2 | 0.6 | -10 | 0 | -7 | 13 | 0.1 | 2
7: CCN(CC)S(=O)(=O)c1c(OC)cc(C)c(Cl)c1C
  26 | 1 | -1.0 | 0 | 2 | 11 | 1 | -1.5 | 0
8: CCOC(=O)c1c(C)[nH]c(C(=O)OCC(=O)N2CC(C)OC(C)C2)c1C (configuration not stated)
  -16 | 5 | -0.6 | -1 | -2 | 2 | 2 | 1.4 | -5
9: COc1ccc2cc(C#N)c(SCC(=O)N3CCCC3)nc2c1
  10 | 2 | -0.6 | -11 | / | 2 | 1 | 1.3 | -5
10: O=C1c2ccccc2C(O)N1c1ccccc1 (configuration not stated)
  -15 | -3 | 31* | 3 | -6 | -3 | 2 | 0.9 | -1
11: CCOc1ccc(N(CC(=O)Nc2cccc(N(C)S(C)(=O)=O)c2)S(=O)(=O)c2ccccc2)cc1
  7 | -14 | -0.1 | 9 | -7 | -3 | 8 | 1.7 | 0
12: COCCn1c(SCC(=O)c2ccc(OC)cc2)nc2cc(C(=O)NC3CCCC3)ccc2c1=O
  / | / | -0.1 | -25 | 6 | 1 | 3 | -0.2 | 4
13: Cc1nn(C(=O)c2nn(C)cc2Cl)c(C)c1Br
  -2 | -28 | -0.3 | 6 | 2 | 5 | 0 | -0.4 | -1
14: O=C(Nc1ccc2c(c1)C(=O)OC2)c1ccc(Cl)cc1Cl
  17 | 4 | 0.4 | 13 | / | 5 | 1 | -3.0 | -9
15: Cc1[nH]n(-c2ccccc2)c(=O)c1N=O
  5 | -34 | -0.5 | 2 | 19 | 3 | 1 | 1.0 | 2
16: COc1ccc(CCNC(=O)CCC(=O)N2CC(C)Oc3ccc(Cl)cc32)cc1OC (configuration not stated)
  -5 | -10 | -0.7 | -58* | -7 | 1 | -1 | 0.4 | -8
17: CC(=O)c1cccc(NC(=O)Nc2nnc(N3CCCC3)s2)c1
  / | 1 | -0.4 | 0 | -10 | -2 | -1 | 17 | -1
18: COC(=O)c1scc(C)c1NC(=O)c1ccc(Cl)cc1
  -16 | -2 | -2.6 | -2 | 3 | 1 | 1 | -1.2 | -1
19: Cc1nn(CSc2c(F)c(F)c(F)c(F)c2F)c(C)c1[N+](=O)[O-]
  5 | 5 | -0.9 | -13 | 13 | -2 | 3 | -0.7 | -3
20: CC1CCCC(NC(=O)C2CC(=O)N(Cc3ccccc3)C2)C1C (configuration not stated)
  -11 | 1 | 0.1 | 3 | 17 | 3 | 1 | 1.2 | -2
21: COc1cccc(-c2nn(C)c3sc(C(=O)N4CCN(c5cccc(C(F)(F)F)c5)CC4)cc23)c1
  / | -6 | 1.7 | -14 | 2 | 13 | 6 | 0.3 | 6
22: CCn1c2ccccc2c2cc(NC(=O)CSc3nnc(-c4ccccc4)o3)ccc21
  -13 | -3 | -0.7 | -9 | -6 | 2 | -2 | -0.8 | 2
23: O=C(CCc1nnc(CCc2ccccc2)o1)NC(c1cccnc1)C(F)(F)F (configuration not stated)
  3 | 1 | -0.2 | -5 | -5 | -2 | 1 | 0.7 | 4
24: O=C(Nc1ccc(OCC(=O)N2CCOCC2)cc1)c1cncc(Br)c1
  7 | -10 | -0.1 | 0 | 7 | 4 | 0 | 4.2 | -3
25: CC(=O)c1ccc(NC(=O)CCc2c(C)nc3cc(-c4ccc(Cl)cc4)nn3c2C)cc1
  / | / | 0.3 | -18 | 6 | 4 | 6 | 0.4 | -5
26: CCCOC(=O)C1=C(C)NC2=C(C(=O)CCC2)C1c1cc(OC)ccc1OC (configuration not stated)
  6 | 8 | -1.2 | 14 | 15 | 14 | 2 | -1.8 | -3
27: COc1cc(-c2nc(-c3ccc4c(c3)-c3ccccc3S4(=O)=O)c(-c3ccccc3)[nH]2)cc(OC)c1O
  / | -3 | -0.2 | -2 | / | 3 | 1 | / | -3
28: O=C(Nc1ccc(Cl)c(C(F)(F)F)c1)C(Cc1ccccc1)NS(=O)(=O)c1ccc(Br)s1 (configuration not stated)
  / | -16 | 1.7 | -3 | 1 | -10 | 0 | 0.8 | 4
29: COc1cc(CCC(=O)NCc2ccc3c(c2)CCN3C(=O)c2ccccc2)cc(OC)c1OC
  / | -17 | -0.8 | -12 | 18 | 9 | -1 | / | -1
30: CSc1nc2c(cc1C#N)C(=O)CC(C)(C)C2
  13 | -1 | -0.2 | 1 | 1 | -3 | -1 | -0.8 | 3

Numbers 26 to 30 from above:
Order of results – D2 antag | RXFP1 antag | TRHR ag | D1 antagonist | D2 PAM | TRHR enhancer | D1 agonist | D2 agonist | D1 potentiator
26: CCCOC(=O)C1=C(C)NC2=C(C(=O)CCC2)C1c1cc(OC)ccc1OC (configuration not stated)
  6 | 8 | -1.2 | 14 | 15 | 14 | 2 | -1.8 | -3
27: COc1cc(-c2nc(-c3ccc4c(c3)-c3ccccc3S4(=O)=O)c(-c3ccccc3)[nH]2)cc(OC)c1O
  / | -3 | -0.2 | -2 | / | 3 | 1 | / | -3
28: O=C(Nc1ccc(Cl)c(C(F)(F)F)c1)C(Cc1ccccc1)NS(=O)(=O)c1ccc(Br)s1 (configuration not stated)
  / | -16 | 1.7 | -3 | 1 | -10 | 0 | 0.8 | 4
29: COc1cc(CCC(=O)NCc2ccc3c(c2)CCN3C(=O)c2ccccc2)cc(OC)c1OC
  / | -17 | -0.8 | -12 | 18 | 9 | -1 | / | -1
30: CSc1nc2c(cc1C#N)C(=O)CC(C)(C)C2
  13 | -1 | -0.2 | 1 | 1 | -3 | -1 | -0.8 | 3

Going on with the list.
Order of results – D2 antag | RXFP1 antag | TRHR ag | D1 antagonist | D2 PAM | TRHR enhancer | D1 agonist | D2 agonist | D1 potentiator
31: COc1ccc2[nH]c3c(c2c1)CCN1C(=O)N([C@@H](C)C(=O)NCCc2ccc(OC)c(OC)c2)C(=O)[C@]31C
  / | / | -0.5 | -3 | / | 2 | 2 | / | 1
32: COc1cc(C(=O)OC(C)C(=O)N2CCc3ccccc3C2)ccc1OCC(=O)N1CCOCC1 (configuration not stated)
  -14 | -2 | -0.2 | 5 | 1 | 11 | 1 | -0.1 | 5
33: COc1ccc(NC(=O)CSc2ncc3c(n2)-c2cc(Cl)ccc2N(Cc2ccccc2F)S3(=O)=O)cc1
  / | / | 0.1 | -4 | -5 | -3 | 2 | 0.5 | 1
34: CC(=O)NS(=O)(=O)c1ccc(NC(=O)c2ccc(-n3nc(C)cc3C)cc2)cc1
  -2 | 22 | 0.9 | -7 | 6 | 2 | 3 | 5.7 | 9
35: Cc1cccc(OC(=O)CSc2nnc(-c3ccc4c(c3)OCO4)o2)c1C
  / | 1 | 0.0 | 4 | 1 | 0 | 1 | 1.6 | -1
36: Cc1ncc([N+](=O)[O-])n1Cc1ccc(Cl)cc1
  1 | 20 | -0.3 | -13 | 6 | -10 | 1 | -0.9 | 0
37: COc1ccc(S(=O)(=O)Nc2ccc(S(=O)(=O)N3CCOCC3)cc2)cc1C
  10 | -6 | 0.4 | -11 | 3 | 5 | 0 | -0.4 | 0
38: CCOC(=O)[C@H]1[C@H]2COc3ccc(C)cc3[C@@H]2N2C(=O)[C@@H](C)NC(=O)[C@@]12C
  3 | / | 0.2 | / | 6 | -3 | 1 | 0.8 | -1
39: CC(C)(NC(=O)c1cc(Cl)c2ccccc2c1O)C(=O)O
  2 | 2 | 0.3 | -30* | 10 | 7 | 0 | 0.2 | 0
40: COc1cc(C(=O)NCCC(=O)NCCN2CCCCCC2)cc(OC)c1OC
  -25 | 2 | 0.4 | 29 | -5 | 2 | 2 | 0.7 | -3
41: Cc1onc(-c2ccccc2)c1C(=O)Nc1nc2c(s1)CCCC2
  -32 | -11 | -0.1 | -5 | 11 | 13 | 1 | -0.2 | -5
42: CCOc1ccc(N(C(=O)c2ccc(S(=O)(=O)N3CCCC3)cc2)C2C=CS(=O)(=O)C2)cc1 (configuration not stated)
  3 | -10 | 0.3 | 2 | -2 | -3 | 1 | -0.2 | -1
43: COc1cc(CO)ccc1OCc1ccc(Cl)nc1
  -1 | 10 | 0.1 | 2 | 7 | -5 | 2 | 0.5 | -7
44: Cc1ccc(O)c(CNc2cccc(C)n2)c1
  / | 7 | -1.0 | -9 | / | 1 | 4 | / | -3
45: CCC(=O)Oc1ccc(C(=O)Nc2cccc(C(=O)c3ccccc3)c2)cc1
  -10 | -20 | 0.1 | 3 | -14 | 4 | 7 | 0.2 | -1
46: CC(=O)Nc1ccc(S(=O)(=O)Nc2ccc3c(c2)OCCO3)cc1Cl
  -10 | -2 | 0.7 | -31* | -5 | -7 | 13 | -0.6 | -11
47: CN1/C(=C\C(=O)c2ccccc2Cl)c2ccccc2CC1(C)C
  -10 | -12 | -0.6 | 1 | 1 | -10 | 5 | -2.0 | 0
48: O=C(NCc1ccco1)c1ccc(COc2ccccc2[N+](=O)[O-])o1
  -5 | -2 | -0.7 | -10 | -1 | -4 | 0 | -0.6 | -3
49: CN(C)C(=O)CSc1nnc2sc3ccccc3n12
  -1 | -6 | 0.8 | -3 | 4 | -4 | 2 | 0.4 | -7
50: CC(C)c1ccccc1NC(=O)Cn1c(/C=C/c2ccccc2)nc2ccccc21
  / | -11 | -0.9 | 0 | / | -7 | 2 | / | 0
51: Cc1ccc2c(=O)cc(C(=O)NCCc3ccc(S(N)(=O)=O)cc3)oc2c1C
  -3 | -14 | 1.2 | -6 | 6 | 8 | 1 | -0.4 | -2
52: NNC(=O)c1cnn(Cc2ccccc2)c1N
  -1 | -6 | 0.9 | -6 | 5 | 21 | 0 | 0.2 | -10

High-throughput results from PubChem.
